Assay outcomes: PubChem BioAssay, several laboratories
Bcl-xL primary – blocks human Bcl-xL binding to Bim BH3 peptide; GST-Bcl-xL / FITC-Bim BH3 peptide fluorescence polarization; inhibition, % at 10.9 µM; 0.7% of 320,000 active; AID 2129;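 active = inhibition above the mean of all tested compounds plus 3 SD, cutoff set per campaign, cut at about 30% in these data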;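 also: 0% = DMSO wells and 100% = unlabeled Bim-BH3 peptide competitor; inhibitors lower millipolarization by displacing the labeled peptide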
Target sequence (Q07817 whole entry, looked up): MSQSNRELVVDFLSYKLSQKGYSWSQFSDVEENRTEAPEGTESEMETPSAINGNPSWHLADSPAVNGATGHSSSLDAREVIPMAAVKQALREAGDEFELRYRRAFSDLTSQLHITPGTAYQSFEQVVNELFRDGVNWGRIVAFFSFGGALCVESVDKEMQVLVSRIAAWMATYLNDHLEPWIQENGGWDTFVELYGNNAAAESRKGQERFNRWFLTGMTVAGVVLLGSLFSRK
Efflux pump mplx – antifungal efflux pump inhibition, Nile Red retention; AID 485275; S. cerevisiae Candida pump triplex; inhibition, % at 10 µM; 0.44% of 330,000 active;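 active = plate passing quality check with inhibition over a set limit, or well fluorescence over plate mean plus 4 SD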;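 also: Nile Red retained in pooled yeast measured as flow cytometry median fluorescence; 0% = buffer negative control and 100% = Enniatin B positive control; higher means more Nile Red kept so more efflux inhibition; some compounds called inactive have numbers as strong as hits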
MCL1-BIM inh – MCL1-BIM-BH3 interaction inhibition (human); Q07820; 0.68% of 320,000 active; inhibition, % at 10.9 µM; GST-MCL1 / FITC-Bim-BH3 fluorescence polarization;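 active = inhibition above the mean inhibition of all tested compounds plus 3 SD, set per campaign, cut at about 40% in these data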;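 also: 0% = DMSO wells and 100% = unlabeled Bim-BH3 peptide control; higher means more loss of mP so more displacement of Bim peptide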
Target sequence (Q07820 whole entry, looked up): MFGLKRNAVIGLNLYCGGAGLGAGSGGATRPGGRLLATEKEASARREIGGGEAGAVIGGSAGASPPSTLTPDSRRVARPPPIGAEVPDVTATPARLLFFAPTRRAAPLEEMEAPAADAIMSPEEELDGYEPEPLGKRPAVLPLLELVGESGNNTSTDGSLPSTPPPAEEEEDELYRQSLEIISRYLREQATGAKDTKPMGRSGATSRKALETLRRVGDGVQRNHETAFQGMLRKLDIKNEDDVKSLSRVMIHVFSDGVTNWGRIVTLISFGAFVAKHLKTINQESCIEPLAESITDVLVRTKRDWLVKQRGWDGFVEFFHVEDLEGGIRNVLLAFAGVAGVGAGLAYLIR
EBNA-1 inh – blocks EBNA-1 binding to DNA. AID 1950. EBNA-1 DNA binding, fluorescence polarization. inhibition, % at 14.8 µM. 0.34% of 300,000 active; in the data active = inhibition above about 28%
GLD-1 RNA inh – GLD-1-TGE RNA interaction inhibition (C. elegans); purified GLD-1 + fluorescein TGE RNA, fluorescence polarization; inhibition, % at 5.96 µM; 0.44% of 320,000 active; AID 2280;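 active = percent inhibition above a per-plate cutoff, the plate mean of test compounds plus 3 SD, cut at about 30% in these data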;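 also: 0% = DMSO wells with GLD-1 and probe and 100% = wells lacking GLD-1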
Target sequence (Q17339 whole entry, looked up): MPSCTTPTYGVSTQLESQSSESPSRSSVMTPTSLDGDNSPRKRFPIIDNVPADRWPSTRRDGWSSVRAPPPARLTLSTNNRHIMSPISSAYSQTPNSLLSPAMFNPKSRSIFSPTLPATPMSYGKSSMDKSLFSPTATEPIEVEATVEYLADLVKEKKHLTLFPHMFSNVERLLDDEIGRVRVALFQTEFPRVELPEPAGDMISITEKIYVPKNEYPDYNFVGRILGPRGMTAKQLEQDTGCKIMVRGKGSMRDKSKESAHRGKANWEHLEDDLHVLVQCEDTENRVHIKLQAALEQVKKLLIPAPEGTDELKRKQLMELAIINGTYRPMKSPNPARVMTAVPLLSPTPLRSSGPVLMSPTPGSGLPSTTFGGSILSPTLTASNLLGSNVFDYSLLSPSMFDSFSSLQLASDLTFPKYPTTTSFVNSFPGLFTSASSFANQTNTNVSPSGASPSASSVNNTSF
Fam108B inh – blocks mouse Fam108B hydrolase in RBBP9 counter-screen. recombinant Fam108B, FP-Rh probe fluorescence polarization. inhibition, % at 9.51 µM. 0.33% of 300,000 active;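 active = inhibition above the screen mean inhibition plus 3 SD, computed separately per campaign, cut at about 18% in these data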;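 also: inhibitors lower polarization as less probe binds the enzyme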
Yeast superoxide – caloric restriction mimetics inhibiting age-related superoxide in yeast | superoxide response (% of plate mean), % at 10 µM | S. cerevisiae aged cells, superoxide DHE fluorescence; stronger effect = lower value | 0.18% of 330,000 active | AID 2690;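 active = superoxide response under a set limit, about three screen SD below normal, cut at about 65% in these data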;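 also: yeast aged for seven days with compound at 30 °C before DHE staining; 100% = average MFI of all compound-treated wells on the plate with controls excluded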
ZTA DNA inh – counter-screen for EBNA-1 inhibitors: inhibitors of Epstein-Barr virus ZTA. ZTA-DNA binding, fluorescence polarization. P03206. inhibition, % at 11 µM. 0.15% of 320,000 active; in the data active = inhibition above about 33%
MEX-5 binding – C. elegans MEX-5 TCR-2 RNA binding activity | MEX-5/FITC-TCR2 RNA binding, fluorescence polarization; stronger effect = lower value | activity score (negative = inhibition of binding), % at 10 µM | 0.38% of 300,000 active | AID 1832;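 active = inhibition past about -25% in most replicates, and total fluorescence under double the plate's negative control median, limit read from the data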;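 also: 0% = DMSO and -100% = 5 µM competing unlabeled TCR2 RNA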
* hit, by the source's call; i = inactive; . = no result given.

SMILES	Bcl-xL primary	Efflux pump mplx	MCL1-BIM inh	EBNA-1 inh	GLD-1 RNA inh	Fam108B inh	Yeast superoxide	ZTA DNA inh	MEX-5 binding
Cc1ccc(Cl)cc1N1CCN(c2cccc[n+]2C)CC1	-18	2.2*	-40	3	3	-9	73	2	1.2
CN(CC(=O)Nc1ccccc1Cl)C(=O)COC(=O)c1ccc(Cl)cc1[N+](=O)[O-]	3	-0.1	-10	-7	-2	5	110	-10	-0.5
CCOc1ccc(NC(=O)CN2CCN(Cc3c(F)cccc3F)CC2)cc1	-1	0.4	1	-1	-5	-3	110	1	0.0
O=C1OCc2cccc3cccc1c23	5	0.0	0	7	5	0	114	8	-1.5
CCOc1cc(C)c(S(=O)(=O)N2CCCC2)cc1C	5	0.0	4	15	0	1	65*	10	-2.7
CN(C)c1ccc(/C=C(\NC(=O)c2ccccc2)C(=O)NCc2ccncc2)cc1	-3	0.0	-7	-5	-8	-2	94	2	1.2
CCN1CCC(NCCc2ccc(F)cc2)CC1	2	-0.1	10	-2	-3	0	102	-5	-0.4
O=C(COc1cc(F)ccc1[N+](=O)[O-])NCCCc1ccccc1	1	0.2	-5	-7	0	-4	121	-11	0.4
CC(NC1CCCC1)c1ccccc1 (stereo not drawn)	7	0.0	2	4	6	4	77	-11	2.1
O=C(Nc1cccc([N+](=O)[O-])c1)NC1CCS(=O)(=O)C1 (stereo not drawn)	4	0.1	19	7	-1	-3	92	-7	4.1
O=C(N/N=C/c1ccc(O)cc1O)/C(=C/c1ccccc1)CCO	2	-0.4	9	-3	0	6	105	8	-1.7
O=C(CCN1C(=O)/C(=C/c2ccc3c(c2)OCO3)SC1=S)Nc1cccc(C(=O)O)c1	5	0.0	9	2	5	-3	99	-7	-14
O=C(Nc1cccc(Br)c1)c1ccc(CN2CCc3ccccc3C2)cc1	-1	0.4	-5	-15	-3	-36	101	-17	1.9
CC(=O)CCn1cc([N+](=O)[O-])nc1C	1	-0.1	-1	3	9	0	95	4	-0.7
CC1Cc2nc(SCC(=O)Nc3nc4ccccc4s3)n(C)c(=O)c2S1 (stereo not drawn)	9	0.0	13	-1	3	1	86	3	1.4
O=C(NCc1ccncc1)C(=O)C1C(=O)Nc2ccccc21 (stereo not drawn)	4	0.0	-7	1	3	1	104	15	1.7
Cc1nn2cnnc2c(C)c1Cc1c(F)cccc1Cl	-1	-0.2	6	0	2	-1	97	5	3.0
CCC(C)NC(=O)CN1C(=O)NC2(CCc3ccccc3C2)C1=O (stereo not drawn)	4	0.0	5	-7	2	1	105	2	1.7
O=C(NCCn1cccn1)C1CCC(=O)N(CC2CCCCC2)C1 (stereo not drawn)	2	-0.1	5	-2	-2	-4	94	14	0.8
CCOC(=O)N1CCC(Nc2c(-c3ccc(C)c(C)c3)c(=O)c2=O)CC1	0	0.0	3	1	-2	2	103	10	0.6
COC(=O)/C=C/c1ccccc1CN1[C@@H](CC(=O)OC)c2ccccc2S1(=O)=O	1	0.1	-4	.	2	.	95	-21	.
CCCCC(=O)N(Cc1nc2sc(C)c(C)c2c(=O)[nH]1)C1CCCC1	-2	0.2	-4	-2	9	2	110	-9	1.3
N#Cc1nc(-c2ccco2)oc1NCc1ccc(F)cc1	-2	0.1	2	8	-7	1	89	-1	1.3
CCc1ccc(NC(=O)CSc2nnnn2-c2cccnc2)cc1	-7	0.3	-8	-10	1	-3	112	-8	-0.8
CCN1CCCc2cc(CN(CCN3CCOCC3)C(=S)Nc3cccc(C)c3)ccc21	21	0.2	28	-4	9	0	104	-4	-4.0
SMILES	Bcl-xL primary	Efflux pump mplx	MCL1-BIM inh	EBNA-1 inh	GLD-1 RNA inh	Fam108B inh	Yeast superoxide	ZTA DNA inh	MEX-5 binding
O=c1[nH]snc1-c1c(Cl)cccc1Cl	-1	0.1	5	0	2	0	93	3	0.6
Cc1ccnc(SCC(=O)N2CCc3ccccc32)n1	0	0.0	-4	32*	6	1	100	5	1.7
O=C(NCc1nnc(SCC(=O)N2CCOCC2)o1)c1c(F)cccc1Cl	0	-0.1	-6	0	9	-1	101	-18	-0.5
CCN1CCn2c3c(c4cc(Br)ccc42)CCCC31 (stereo not drawn)	3	0.1	-3	-2	-4	5	107	-2	-3.0
CCCN1CCN(CCCNC(=O)Cn2cc3c(n2)CCCC3)CC1	4	0.1	2	4	2	3	98	2	-1.0
CC(=O)Nc1sc(N/N=C/c2ccc(C)cc2)nc1-c1ccc(C)cc1	4	0.2	12	-7	-3	1	94	7	-1.6
COc1ccc(N2C(=O)Cc3ccccc3C2=O)cc1	1	0.0	8	3	0	1	99	11	2.7
CCn1c(=O)c2ccccc2n2c(SCC(=O)NCc3cccs3)nnc12	-3	-0.2	-1	8	12	-3	85	0	1.3
CCOC(=O)c1nn(-c2ccc([N+](=O)[O-])cc2)cc1O	6	0.0	-7	-6	0	0	115	1	0.7
COCCn1c(SC(C)C(=O)Nc2ncc(Cl)cc2Cl)nc2ccccc21 (stereo not drawn)	-6	0.3	-8	-14	-3	-2	100	-6	-0.2
COc1ccc(-n2c(SC(C)C(=O)Nc3ccc(NC(C)=O)cc3)nc3ccccc3c2=O)cc1OC (stereo not drawn)	-1	0.0	-12	1	6	-1	96	8	-1.1
CC(C)Oc1ccc(C(=O)NC(C)(C)CO)cc1	1	0.0	-3	-9	3	6	100	1	4.6
CC(=O)c1cccc(N=Nc2c(C)[nH]c3ccccc23)c1	9	-0.1	3	5	13	2	101	15	-2.3
CCOc1c(C)cnc2c1c(=O)n(CC(=O)NCC1CCCO1)c(=O)n2C (stereo not drawn)	4	0.0	4	-1	4	1	105	3	0.1
Nc1nc(Nc2cccc(Cl)c2)nc(NCCO)c1[N+](=O)[O-]	8	-0.1	1	-1	9	0	114	7	2.3
O=c1c2ccccc2[nH]c(=S)n1CCN1CCc2ccccc2C1	1	0.8*	3	10	-3	0	98	13	-0.6
CCn1c(=O)cc(OCC(=O)NCc2cccs2)c2ccccc21	3	-0.1	-4	1	1	0	112	-7	-0.5
CCOc1ccc(N=C(NC#N)SCC(=O)NC2CC2)cc1	-2	0.0	1	3	2	-1	76	8	1.7
O=[N+]([O-])c1ccc(Oc2ccc(Oc3ccc(C(F)(F)F)cn3)cc2)nc1	1	0.2	6	1	1	-5	109	-15	1.2
COc1ccc(NC(=O)c2ccc(S(=O)(=O)N(C)c3ccccc3)cc2)cn1	3	0.1	0	7	1	-5	108	18	-1.8
CCCCC(=O)NC(=S)Nc1ccccc1N1CCCCC1	3	-0.3	6	-2	0	-7	90	-1	-0.3
O=C1OC(COc2ccc(Br)cc2)CN1c1ccccc1 (stereo not drawn)	4	-0.1	4	-10	5	-2	110	-1	2.4
CCCOc1ccccc1C(=O)Nc1ccc(S(=O)(=O)N2CCN(C)CC2)cc1	6	0.1	4	2	3	-1	90	-17	-2.2
N#Cc1cc2c(nc1SCC(=O)N1CCCCC1)CCCCC2	6	-0.1	-4	0	1	-3	105	8	-3.1
Cc1[nH]c2ccccc2c1[C@H]1[C@@H](CC#N)C1(C)C	8	0.0	1	7	3	3	78	6	-1.3
SMILES	Bcl-xL primary	Efflux pump mplx	MCL1-BIM inh	EBNA-1 inh	GLD-1 RNA inh	Fam108B inh	Yeast superoxide	ZTA DNA inh	MEX-5 binding
COC(=O)c1sc(NC(=S)NC(=O)c2ccc(F)cc2)nc1C	2	0.0	11	4	-4	-3	97	11	0.5
CC(C)C(c1nnnn1C1CCCC1)N1CCc2ccccc21 (stereo not drawn)	1	0.0	2	15	2	4	92	-17	-1.7
CC(C)(C)NC(=O)CCSc1nnc(-c2ccco2)o1	-8	0.3	-8	-14	-6	-1	115	-13	-1.4
Cc1ccc(S(=O)(=O)N2CCCCC2)cc1NC(=O)C1CC(=O)N(Cc2ccco2)C1 (stereo not drawn)	0	0.3	5	.	4	.	152	10	.
Cc1[nH]c(=O)[nH]c(=S)c1C(=O)Nc1ccc(Cl)c(Cl)c1	-16	-0.1	-21	14	-1	2	87	0	1.6
CN(Cc1ccccc1)S(=O)(=O)c1ccc2[nH]c(=O)ccc2c1	0	0.0	18	11	3	-2	82	-10	-3.2
COC(=O)c1cccc(NC(=O)c2ccc(OC)c(Cl)c2)c1	6	-0.1	6	2	5	-3	110	16	6.0
O=C(O)c1ccc(/C=N/N2CCN(Cc3ccc(Cl)cc3)CC2)cc1	-2	0.5	-3	-2	7	-1	118	1	-1.6
O=S(=O)(Nc1ccc(F)cc1)c1ccc(NS(=O)(=O)c2cccs2)cc1	2	-0.1	1	-4	-4	0	105	0	1.2
COc1cccc(C(=O)NC2CCN(C(=O)N3c4ccccc4Sc4ccccc43)CC2)c1	6	0.0	-1	1	10	-1	89	-12	1.3
CC1(C)C(=O)OC(c2cc(Br)ccc2O)C(C)(C)C1=O (stereo not drawn)	1	-0.2	1	10	1	1	i	-6	-1.2
CC(=O)Nc1ccc(N(C(=O)c2ccco2)C(C(=O)NC2CCCCC2)c2ccccc2)cc1 (stereo not drawn)	7	0.1	7	-17	7	3	85	-13	1.5
Cc1ccc(CN2CCC(CNC(=O)c3ccc(NC(=O)C4=CSCCO4)cc3)CC2)cc1	-1	0.1	0	-16	-12	-1	90	6	-4.4
S=c1[nH]c2cc3c(cc2[nH]1)OCCO3	-18	0.0	-14	7	2	-1	92	3	-2.2
Cc1ccccc1-c1noc(-c2ccccc2C(=O)O)n1	7	-0.2	7	0	0	4	98	5	-0.3
O=C(Nc1ccc(/C=C/c2nc3ccccc3o2)cc1)c1c(F)cccc1F	-6	0.0	-14	10	-16	-19	96	1	-5.8
COC(=O)c1ccc(NC(=O)CSc2nn3c(=O)c(C)nnc3s2)cc1	3	0.0	8	11	5	7	100	12	1.1
O=C(O)CC/C(=C\c1cc([N+](=O)[O-])ccc1Cl)c1nc2ccccc2s1	4	-0.1	6	1	3	-4	133	9	-3.1
O=C(NNc1nc(-c2ccc(F)cc2)cs1)c1ccccc1	7	0.2	2	0	3	4	104	-7	-0.6
CC(=NCCCn1ccnc1)C1=C(O)c2ccccc2C1=O	10	0.0	4	8	4	6	83	-18	-1.2
CCOc1ccccc1C(=O)NN1CCOCC1	4	-0.3	6	3	0	8	91	-13	-0.3
COc1ccccc1NC(=O)C1CCCN(c2cnccn2)C1 (stereo not drawn)	2	0.0	-1	2	1	-7	100	6	0.4
Cc1nn(CC(=O)NC2CCC(C)CC2)c(=O)c(C#N)c1C (stereo not drawn)	0	0.0	-1	-2	7	-3	124	-11	0.3
COc1ccc(C(=O)OCC(=O)Nc2cccc(C(C)=O)c2)c(OC)c1OC	6	0.2	8	3	9	2	100	-12	2.1
Cc1cc(-c2ccc3ccccc3c2)n2ncnc2n1	2	-0.2	-5	4	4	6	100	4	0.9
COc1ccccc1C(c1nnnn1C1CCCC1)N1CCN2CCCC2C1 (stereo not drawn)	6	0.0	16	8	2	6	105	-1	0.5
O=C(Cn1cnc2sc3c(c2c1=O)CCCC3)NCC(=O)Nc1c(F)cc(F)cc1Br	3	-0.2	-11	6	8	-1	101	-8	-2.4

Four compounds out of the list above, sorted by the value under MCL1-BIM inh, rising:
structure,MCL1-BIM inh
O=C(Cn1cnc2sc3c(c2c1=O)CCCC3)NCC(=O)Nc1c(F)cc(F)cc1Br,-11
O=C(O)c1ccc(/C=N/N2CCN(Cc3ccc(Cl)cc3)CC2)cc1,-3
O=S(=O)(Nc1ccc(F)cc1)c1ccc(NS(=O)(=O)c2cccs2)cc1,1
Cc1ccccc1-c1noc(-c2ccccc2C(=O)O)n1,7

This is a random part of the collection, and some 2.3% of all compounds hit somewhere here.
